Screens from PubChem.
TAG inh = triacylglycerol accumulation inhibition; H9c2 cells, Nile Red lipid (TAG) fluorescence; cells loaded with 200 µM oleic acid; inhibition, % at 12.5 µM; 230,000 tested, 0.66% active; AID 651582;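 active = pattern-corrected inhibition of lipid staining of at least 50% with the nuclear-stain viability signal not falling by more than 50%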;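 note: 0% = DMSO wells and 100% = triacsin C control wells; some results filed as inactive read as strong as hits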
TAG inh DAPI viability = second read-out of TAG inh, no call of its own (marks repeat the call); DAPI nuclei signal change (viability), lower = more cytotoxic, %;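 whole-well DAPI fluorescence read on a plate reader as a viability signal; minus 50 percent equals half of cells still viable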
Starred values were filed as active, the others as inactive.

Every second line gives: TAG inh DAPI viability, TAG inh
- CC(Oc1ccccc1)C(=O)OCC(=O)Nc1ccc2c(c1)OCO2 (stereo unspecified)
    2.9, 1.5
- Cc1cc(C)n2c(SCC(=O)Nc3ccccc3C#N)nnc2n1
    -7.3, 9.4
- Cc1c(/C=N/Nc2ccc([N+](=O)[O-])cn2)c2ccccc2n1Cc1ccccc1
    -13.2, 12.9
- COc1ccc(NC(=O)N2CCCC2C(=O)Nc2ccc(C)cc2)cc1 (stereo unspecified)
    3.8, -10.4
- Nc1nc2c(c(=O)[nH]1)CN(Cc1ccccc1)CC2
    -2.6, 1.3
- CCOc1ccc(Oc2ccc(S(=O)(=O)N3CCOCC3)cc2NC(=O)CCNC(C)=O)cc1
    3.4, 7.8
- Cn1c(-c2ccc3ccccc3n2)nc2cnccc21
    -9.3, 11.0
- CC(C)NC(=O)Nc1ccc2c(c1)C(=O)N([C@H](C)CO)C[C@H](C)[C@@H](CN(C)C(=O)Nc1ccc3c(c1)OCO3)O2
    8.9, 5.5
- CCOC(=O)N1CCN(S(=O)(=O)c2cc(Cl)ccc2Cl)CC1
    -6.5, -20.2
- CCc1nnc(NC(=O)c2ccc(-c3ccccc3Cl)o2)s1
    12.2, -20.0
- CC(C)=CCN1CCN(Cc2ccc(N3CCNC3=O)cc2)CC1CCO (stereo unspecified)
    1.4, -5.8
- CCSc1nnc(NC(=O)c2cc(OC)c(OC)c(OC)c2)s1
    2.0, -6.4
- CCN(Cc1ccccc1)C(=O)CCS(=O)(=O)c1cc2c(cc1Cl)NC(=O)CO2
    5.2, 0.1
- Cn1nc(SCc2ccccc2)c(=O)n(C(c2ccccc2)c2ccccc2)c1=O
    -12.4, -30.9
- CC(C)CC(NC(N)=O)C(=O)OCC(=O)NC(=O)NC1CCCC1 (stereo unspecified)
    -14.2, 6.7
- Cc1nn(-c2ccccc2)c(C)c1NC(=O)COc1ccccc1C#N
    7.8, -3.8
- C#CCOCCOCCOCCNc1nc(N2CCN(C(=O)C([C@@H](C)CC)n3cc(C(N)CC(C)C)nn3)CC2)nc(N2CCN(C(=O)[C@H](CCC(=O)O)n3cc(C(N)Cc4ccc(O)cc4)nn3)CC2)n1 (stereo partly specified)
    2.8, -2.3
- Cn1c(=O)c2[nH]c(CN(Cc3ccccc3)Cc3ccccc3)nc2n(C)c1=O
    -2.0, -3.6
- COc1ccc([N+](=O)[O-])cc1NC(C)C
    2.8, -1.8
- Cc1c(O)ccc(/C(Cc2ccc3ccccc3n2)=N\N)c1O
    -0.8, 8.7

(listing goes on)
Every second line gives: TAG inh DAPI viability, TAG inh
- O=S(=O)(/N=C(\[O-])C[n+]1ccccc1)c1ccc(Cl)cc1
    -1.8, -2.6
- CCCn1c(=O)c(-c2nc3ccccc3[nH]2)c(O)c2ccccc21
    89.2, 11.3
- Cc1ccnc2nc(C(=O)OCCOc3ccc(F)cc3)nn12
    -10.2, 10.6
- CC(Sc1nccn1C)C(=O)Nc1ccccc1 (stereo unspecified)
    4.5, -6.5
- COc1ccc2cc(C(=O)C3CCCN(C(=O)c4snnc4C)C3)ccc2c1 (stereo unspecified)
    40.2, -1.9
- C=C(C)C(=O)OCCCCCCOc1ccc(C(=O)O)cc1
    4.6, 8.1
- COC(=O)C1=C(C(=O)OC)[C@]2([C@@H]3CC=CCN[C@@H](Cc4ccccc4)C(=O)N3Cc3ccccc3)C=C[C@H]1O2
    -7.7, -7.7
- CCC1CCCCN1c1cc(C)nc2cc(-c3cccc(C)c3)nn12 (stereo unspecified)
    4.5, -3.2
- CCOC(=O)c1c(N/N=C/c2cccnc2)n[nH]c1C
    0.5, 5.1
- CCCCc1ccc(NC(=O)NCc2cccnc2)cc1
    -1.0, 15.1
- CCN(CC)S(=O)(=O)c1cccc(NC(=O)COC(=O)c2n[nH]c(=O)c3ccccc23)c1
    -8.8, 7.1
- CC(=O)Nc1ccc(C2=CC(=O)C[C@H](c3ccc(Cl)cc3)C2)cc1
    27.8, -25.2
- Cc1ccc(C(=O)NCC(=O)OCC(=O)c2ccc3c(c2)NC(=O)CO3)cc1
    22.5, 13.7
- O=C(O)/C=C/C(=O)N(Cc1ccccc1)Cc1ccco1
    -2.2, 5.8
- CSc1ccc(/C=N/NC(=O)COc2ccc(Br)cc2Cl)cc1
    1.0, 13.4
- Cc1nc(SCC(=O)Nc2cc(S(=O)(=O)N3CCOCC3)ccc2Cl)nc(C)c1C
    3.7, -8.7
- O=C(O)CN1C(=O)/C(=C\c2ccccc2OCc2ccc(Cl)cc2Cl)SC1=S
    2.9, 1.9
- CSC1=N/C(=C\c2cccc(Cl)c2)C(=O)N1N(C)C
    -10.4, 11.5
- CCN(CC)C(=O)CSc1nc(-c2ccccc2)cc(=O)[nH]1
    -1.7, 5.8
- CCOc1ccccc1CN1CCN(C2CCOCC2)CC1CCO (stereo unspecified)
    2.4, -11.0

(further entries)
Every second line gives: TAG inh DAPI viability, TAG inh
- COc1cccc(OC)c1C(=O)NCC12CC3CC(C1)CC(CNC(=O)c1c(OC)cccc1OC)(C3)C2
    4.2, -4.2
- O=C(O)c1cc(S(=O)(=O)N2CCCCC2)ccc1Cl
    -13.4, 4.7
- Fc1ccc(-c2csc(Nc3ccccn3)n2)c(F)c1
    3.4, 12.9
- CCOc1ccc(NC(=O)CN(C)C(=O)Cc2sc(C)nc2-c2ccc(F)cc2)cc1OCC
    -2.5, 25.5
- CS(=O)(=O)N1CCCCC1c1cc(C(=O)NCc2ccccc2)no1 (stereo unspecified)
    -25.0, 24.7
- CN(Cc1ccccc1)C(=O)c1ccc2c(c1)OCO2
    -5.2, 6.7
- Cc1c(C(=O)N(C)C)c2cc(Cl)ccc2n1O
    1.5, 4.4
- COc1cc(Cl)c(C)cc1NC(=O)COC(=O)CCc1nc2ccccc2c(=O)[nH]1
    -2.0, -10.4
- CCc1nnc(NC(=O)CN2CCN(C(=O)c3ccccc3)CC2)s1
    11.7, -0.3
- COc1cc(SC)ccc1C(=O)OCC(=O)NC1CCCC1
    -6.2, 6.3
- COc1ccc(-c2nn(-c3ccccc3)cc2/C=C/C(=O)N(C)CC(=O)Nc2cccc(F)c2)cc1OC
    4.1, 7.9
- COc1ccc(CNC(=O)Nc2cccc3ccccc23)cc1
    1.7, -7.8
- O=C(NC1CCCC1)C1CCCN(S(=O)(=O)c2cnc[nH]2)C1 (stereo unspecified)
    3.4, 15.9
- CCOC(=O)C1CCN(Cc2cnc(NC(=O)OC)s2)CC1
    61.7, -17.1
- O=C(CNCc1cccnc1)Nc1cc(C(F)(F)F)ccc1N1CCOCC1
    -6.3, 4.7
- CC(=O)NC(C)c1cc(Cl)c2ccccc2c1O (stereo unspecified)
    7.9, -6.2
- CSCCC1C(=O)OC2(C)CC(C)(C)NC(=S)N12 (stereo unspecified)
    21.1, -14.9
- CCc1ccc(CNC(=O)Cn2nc(-c3ccccc3)ccc2=O)cc1
    -3.5, 1.0
- CCOC(=O)C1(CC)NC(c2ccco2)C2C(=O)N(c3ccc(C)cc3)C(=O)C21 (stereo unspecified)
    0.8, 4.0
- O=C(NC(Cc1ccccc1)C(=O)O)C1CCCCC1 (stereo unspecified)
    -0.6, -5.9

Full records as entered above. Order of values: TAG inh DAPI viability | TAG inh
Results for CCOC(=O)C1CCN(Cc2cnc(NC(=O)OC)s2)CC1 → 61.7 | -17.1
Results for CCc1nnc(NC(=O)CN2CCN(C(=O)c3ccccc3)CC2)s1 → 11.7 | -0.3
Results for CCOc1ccc(NC(=O)CN(C)C(=O)Cc2sc(C)nc2-c2ccc(F)cc2)cc1OCC → -2.5 | 25.5

More results:
Every second line gives: TAG inh DAPI viability, TAG inh
- Cc1ccc(NC(=O)COC(=O)c2ccc(-n3cccn3)cc2)cc1C
    7.5, 4.2
- O=C(O)c1cccc(S(=O)(=O)N2CCN(C(c3ccccc3)c3ccccc3)CC2)c1
    -1.9, 2.2
- CCc1c(C)[nH]c(C(=O)OCc2ccccc2)c1C
    -7.1, -14.0
- CCC/C=C1/CCCOC(C(=O)NCc2cc(C)n(C)n2)(C(F)(F)F)C1 (stereo unspecified)
    -37.9, 24.9
- [O-]/C(=C(\C(=S)Nc1ccc(Cl)cc1)[n+]1ccccc1)c1ccc(OC(F)F)cc1
    4.0, -0.3
- CC1(C)CC(=O)C(C=Nc2ccc(NC3=C(C#N)C(=O)CC(C)(C)C3)cc2)=C(O)C1
    -1.4, -0.8
- Cc1ccc(S(=O)(=O)N2CCN(C(=O)COC(=O)Cc3cccc(C(F)(F)F)c3)CC2)c(C)c1
    8.1, 16.9
- O=C(c1ccccc1F)N1CCN(c2cnn(-c3cccc(Cl)c3)c(=O)c2Cl)CC1
    -13.8, 16.8
- CCn1ncc(/C=N\NC(=O)c2csc3ccccc23)c1C
    -12.6, 16.3
- Cc1c(C(=O)NCc2cccc(C(F)(F)F)c2)sc(=O)n1Cc1cccc(F)c1
    -5.8, -10.1
- COc1ccccc1C(=O)NC(=O)CSc1nncn1C
    2.2, -10.3
- CC(C)c1nnc(NC(=O)Cc2ccccc2[N+](=O)[O-])s1
    2.7, -2.4
- O=C(Cc1ccc(Br)cc1)Nc1ccc2[nH]ncc2c1
    7.4, -10.2
- CCCCC(=O)Nc1ccc(NC(=O)c2cnccn2)cn1
    4.4, -8.1
- CN(C)C=NC(=O)c1cc(C(=O)c2ccc(Cl)cc2)c[nH]1
    -2.9, 5.1
- N#Cc1c(/N=C\c2ccc(O)c([N+](=O)[O-])c2)sc2c1CCCC2
    -6.2, 14.5
- CC1CCC(NCC(=O)Nc2cccc(S(N)(=O)=O)c2)CC1 (stereo unspecified)
    0.9, 1.5
- CN(C(=O)CCN1C(=O)c2ccccc2C1=O)c1ccccc1
    -1.8, 3.5
- Cc1cc(Cl)ccc1OCC(=O)N1CCCCC1
    5.1, -23.5
- CCOc1cc(/C=N\Nc2ccc([N+](=O)[O-])cc2)ccc1OCC(=O)Nc1ccc(C)c(C)c1
    -16.2, -40.9

6 entries already listed, arranged by SMILES length, smallest number first.
Every second line gives: TAG inh DAPI viability, TAG inh
- CCc1c(C)[nH]c(C(=O)OCc2ccccc2)c1C
    -7.1, -14.0
- CC(C)c1nnc(NC(=O)Cc2ccccc2[N+](=O)[O-])s1
    2.7, -2.4
- Cc1ccc(NC(=O)COC(=O)c2ccc(-n3cccn3)cc2)cc1C
    7.5, 4.2
- CCC/C=C1/CCCOC(C(=O)NCc2cc(C)n(C)n2)(C(F)(F)F)C1 (stereo unspecified)
    -37.9, 24.9
- Cc1c(C(=O)NCc2cccc(C(F)(F)F)c2)sc(=O)n1Cc1cccc(F)c1
    -5.8, -10.1
- CC1(C)CC(=O)C(C=Nc2ccc(NC3=C(C#N)C(=O)CC(C)(C)C3)cc2)=C(O)C1
    -1.4, -0.8

Continuation:
Every second line gives: TAG inh DAPI viability, TAG inh
- COCC(C)n1c(C)cc(C(=O)CSc2ncccn2)c1C (stereo unspecified)
    1.9, 5.9
- O=C(Nc1ccc2c(c1)OCO2)c1cc(C2CCCN(C(=O)CCCc3ccccc3)C2)on1 (stereo unspecified)
    -11.8, 5.2
- CC(C)(C)OC(=O)N1CCC(C(=O)O)CC1
    -3.8, -1.3
- CN(Cc1cccs1)S(=O)(=O)c1ccc(Cl)cc1F
    -0.6, -9.6
- Cc1ccc2c(c1)N(C(=O)CCC(=O)NCCN1CCOCC1)CC(C)O2 (stereo unspecified)
    4.2, -7.3
- CCCCC1CC(CSc2ncn[nH]2)OC1=O (stereo unspecified)
    -14.5, 15.4
- Cc1cc2oc(C(=O)N(Cc3ccccc3)c3ccccn3)cc(=O)c2cc1Cl
    -6.2, 22.2
- COc1ccc(CCNC(=O)/C(C#N)=C/c2ccc(OCC(=O)NCC3CCCO3)cc2)cc1OC (stereo unspecified)
    -6.1, 1.2
- Cc1ccc(-c2cnc(C(O)c3cccc(C)c3C)[nH]2)cc1 (stereo unspecified)
    7.0, -1.6
- Cc1ccccc1-c1ncc(CN2CCN(C3CCCC3)C(CCO)C2)cn1 (stereo unspecified)
    6.3, 2.6
- O=C1c2ccccc2C(=O)N1CC(O)CN1CCOCC1 (stereo unspecified)
    -5.4, 4.0
- Cc1cc(/C=C2\SC(=S)N(Cc3ccco3)C2=O)c(C)n1-c1cccnc1
    0.2, -41.8
- Cn1ncc(Br)c1C(=O)N1CCCC1
    1.3, -1.1
- Cc1c(N2C(=O)c3cccc4cccc(c34)C2=O)cnn1C
    4.0, -0.4
- Cc1cccc(N2CCN(C(=O)c3ccc(NC(=O)CC4SC(N5CCCC5)=NC4=O)cc3)CC2)c1C (stereo unspecified)
    0.6, -28.3
- O=C(CSc1ccc(-c2ccc(Br)cc2)nn1)N1CCOCC1
    4.5, 9.5
- CN(C)S(=O)(=O)c1ccc(C(=O)NCc2ccco2)cc1
    -3.4, -2.7
- CC1CCN(C(=O)c2nc[nH]c2C(=O)O[C@H](C)c2ccccc2)CC1
    -1.8, 26.5
- c1ccc(CSCCc2ccncc2)cc1
    -0.7, 3.5
- CN(CC1CCN(CCc2cccc(C(F)(F)F)c2)CC1)C(=O)c1ccc(F)cc1F
    -1.6, 4.5

(more compounds)
Every second line gives: TAG inh DAPI viability, TAG inh
- CCCCCn1c(=O)c(F)cn(Cc2ccc(OC)c([N+](=O)[O-])c2)c1=O
    -8.6, 9.2
- CCOc1ccc(NC(=O)CN2C(=O)C3CCCN3C2=O)cc1 (stereo unspecified)
    -5.9, 6.5
- COc1ccc(NC(=O)NNC(=O)c2ccc(Cl)cc2Cl)cc1OC
    -9.5, 1.2
- COc1ccc(NS(=O)(=O)c2cc(NC(=O)C3CC3)ccc2N2CCOCC2)cc1
    0.4, -3.5
- O=C(c1ccccc1-n1cccc1)N1N=C(C(F)F)CC1(O)C(F)F (stereo unspecified)
    -4.3, -13.0
- CCCCC[C@@H]1C=C(C(=O)O)[C@H](c2ccc(Cl)cc2)N1S(=O)(=O)c1ccc(C)cc1
    -8.2, -1.6
- CN(C)c1ccc(/C=N/NS(=O)(=O)c2ccc(Br)cc2)cc1
    6.1, -7.3
- CC(C)(C)OC(=O)CC(S(=O)(=O)c1ccccc1)S(=O)(=O)c1ccccc1
    -20.8, 35.7
- CCCC(=O)N1CCCC1(C)C(=O)Nc1ccc(-n2cncn2)cc1 (stereo unspecified)
    -1.6, -0.4
- Cc1cccc(S(=O)(=O)NNC(=O)c2cc(-c3ccc(F)cc3)nc3ccccc23)c1
    -4.6, -0.7

A portion of the library. The share of hits here may be higher or lower than overall.
